Screens: PubChem, Broad Institute
S100A4 inh HTS – inhibitors of S100A4-myosin IIA peptide binding, primary screen, biochemical, fluorescence polarization, TAMRA-MyoIIA peptide; inhibition, % at 10.7 µM; actives 0.14% (n = 360,000);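 active = mean inhibition of at least 70% across replicates, with every replicate also reaching that level; inconclusive = mean inhibition reaches 70% but some replicates fall short; inactive = mean inhibition below 70%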
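Assay system: human S100A4 monomer with TAMRA-labelled myosin IIA peptide / Buffer or medium: Calcium-containing HEPES buffer, pH 7.2 / Reagent: TAMRA-labelled myosin IIA heavy-chain peptide probe, 5 nM / Compound: one dose per compound / Timing: polarization read 5 min after assay mix addition, stable 5–60 min / Benchmarks: neutral control DMSO, positive control TFP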
E-selectin induc – E-selectin induction in HUVECs, primary screen, imaging, HUVEC, immunofluorescence imaging, single point; actives 0.37% (n = 260,000); activation, % at 7.58 µM; normalized: neutral wells 0, TNF-alpha wells 100;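 active = mean E-selectin-positive cell signal at least 10% of the positive control, reached in at least 60% of replicates, without over 20% cell loss; inconclusive = no rule given, readout overlaps actives, possibly toxicity-flagged; inactive = the rest, including those meeting only one limit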;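 note: in these data hits start at about 27%; measured in HUVEC primary endothelial cells; signal is the percent of cells scored E-selectin positive by PE staining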
Target sequence (P16581 whole entry, looked up): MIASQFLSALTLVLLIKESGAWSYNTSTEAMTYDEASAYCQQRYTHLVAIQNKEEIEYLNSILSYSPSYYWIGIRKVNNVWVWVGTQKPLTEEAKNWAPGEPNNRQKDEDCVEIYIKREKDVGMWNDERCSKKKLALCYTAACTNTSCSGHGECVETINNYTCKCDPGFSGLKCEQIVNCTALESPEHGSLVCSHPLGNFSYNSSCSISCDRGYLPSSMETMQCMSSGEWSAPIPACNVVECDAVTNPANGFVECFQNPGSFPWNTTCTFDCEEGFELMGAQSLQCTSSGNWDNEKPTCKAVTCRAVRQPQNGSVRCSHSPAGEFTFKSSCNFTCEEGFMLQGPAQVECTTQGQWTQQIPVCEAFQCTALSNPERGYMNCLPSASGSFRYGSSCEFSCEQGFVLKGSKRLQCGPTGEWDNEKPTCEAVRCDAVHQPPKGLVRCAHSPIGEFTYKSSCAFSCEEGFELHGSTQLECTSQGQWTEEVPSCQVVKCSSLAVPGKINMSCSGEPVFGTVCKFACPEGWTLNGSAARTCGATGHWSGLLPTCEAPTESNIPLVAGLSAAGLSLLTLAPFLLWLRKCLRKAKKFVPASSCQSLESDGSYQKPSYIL
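Test system: HUVEC; input: 3,000 HUVEC/well; measured by: immunofluorescence imaging; read-out: % PE-positive cells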
Xi reactivation – activators of inactive X chromosome reactivation, primary screen, imaging, XiGFP fibroblasts, GFP high-content imaging, set 2; XiGFP mouse fibroblasts, % GFP-positive cells imaging, 3 d; cells co-treated with 5-aza-dC sensitizer; scaled so ellipticine positive control = 100%; activation, % at 7.58 µM; actives 0.055% (n = 360,000); AID 743238, 2013;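 active = mean normalized replicate activation at least 10% and every replicate at or above 10%; inconclusive = only one of the two criteria met; inactive = mean below 10% and not all replicates reach 10%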;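 note: 0% = median of on-plate neutral control wells and 100% = ellipticine 6 µM median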
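System: 68-5-11 XiGFP fibroblast line; Timing: 3 days compound exposure; Compound dosing: one concentration, pinned; Benchmarks: positive control ellipticine, 6 µM final; Buffer or medium: DMEM containing 5-aza-dC.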
ERp5 block – inhibitors of ERp5-driven insulin aggregation, primary screen, biochemical, turbidity, absorbance 650 nm, single point; inhibition, % at 9.99 µM; actives 0.05% (n = 350,000); 90 min; Protein disulfide-isomerase A6 (Homo sapiens), Q15084;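 active = mean replicate inhibition above about 25%, with every replicate also reaching it, limit read from the data, passing the limit was not always enough; inconclusive = only one of those two criteria met; inactive = neither criterion met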
ERAP1 HTS inh – human ERAP1 aminopeptidase inhibitors, primary screen, biochemical, single point, plate reader; recombinant ERAP1, Leu-AMC fluorescence, 60 min; inhibition, % at 10.7 µM; actives 0.15% (n = 340,000); AID 652197, 2013;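 active = mean replicate inhibition of at least 30%, or all replicates individually reaching that 30% level; inactive = mean below 30% and not every replicate reaching it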;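 note: 0% = neutral control wells and 100% = L-leucinethiol positive control wells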
RAD54 branch – inhibitors of human RAD54 branch migration, primary screen, biochemical, fluorescence, single point | DNA repair and recombination protein RAD54-like (Homo sapiens), Q92698 | RAD54 Holliday junction branch migration, FAM/BHQ fluorescence | inhibition, % at 10.4 µM | actives 0.14% (n = 360,000) | AID 602329, 2012;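 active = mean normalized replicate activity at least 40 and at least half of replicates scoring 40 or more; inconclusive = only one of the two criteria met; inactive = mean below 40 and under half of replicates reaching 40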;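 note: 0% = median of neutral control wells and 100% = median of positive control wells; inhibitors cause a drop in the FAM fluorescence signal; in these data hits start at about 50%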
esBAF inh – Bmi1 luciferase reporter increase in mESCs, primary screen, esBAF inhibitor project, mouse ES cells, Bmi1 luciferase knock-in, single point; 24 h; 100% = twice the neutral-well signal; AID 602393, 2012; reporter increase, % at 12.5 µM; actives 2% (n = 350,000); in the data active = activation above about 40%; inconclusive = no clear call, values can overlap the other calls;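 note: 0% = median of the plate's neutral control wells and 100% = double that signal; a rise in the Bmi1 reporter signal indicates esBAF inhibition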
RAD52 inh – RAD52 DNA annealing inhibitors, primary screen, biochemical, FRET, single point, set 2; DNA repair protein RAD52 homolog (Homo sapiens), P43351; AID 651710, 2012; inhibition, % at 18.7 µM; actives 0.46% (n = 360,000); recombinant RAD52 DNA annealing, FRET fluorescence;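 active = every replicate showing at least 50% inhibition; inconclusive = mean inhibition at least 50% but not in every replicate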
Target sequence (P43351 whole entry, looked up): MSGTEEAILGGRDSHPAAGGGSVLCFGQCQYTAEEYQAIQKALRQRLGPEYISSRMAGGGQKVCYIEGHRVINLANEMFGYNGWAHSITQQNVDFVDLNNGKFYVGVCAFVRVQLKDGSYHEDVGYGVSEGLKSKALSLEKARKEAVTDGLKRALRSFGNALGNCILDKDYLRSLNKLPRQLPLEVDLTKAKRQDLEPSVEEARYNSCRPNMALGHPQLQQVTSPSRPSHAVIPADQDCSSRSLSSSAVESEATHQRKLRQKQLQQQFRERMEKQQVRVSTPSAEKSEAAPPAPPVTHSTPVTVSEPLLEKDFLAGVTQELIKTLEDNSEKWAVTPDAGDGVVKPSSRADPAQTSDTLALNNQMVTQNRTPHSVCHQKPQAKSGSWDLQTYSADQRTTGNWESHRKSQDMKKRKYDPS
Numbers without * were called inactive; u = inconclusive; x = not tested or not shown.

Values in the order: S100A4 inh HTS	E-selectin induc	Xi reactivation	ERp5 block	ERAP1 HTS inh	RAD54 branch	esBAF inh	RAD52 inh
- CC(C)NC(=O)N(C)C[C@@H]1Oc2ccc(NS(=O)(=O)c3ccc(F)cc3)cc2C(=O)N([C@H](C)CO)C[C@@H]1C
→ 6	-0.2	0.0	-1	-1	8	-1	-4
- CCC(=O)N(C)C[C@H]1Oc2cc(-c3ccc(OC)cc3)ccc2S(=O)(=O)N([C@@H](C)CO)C[C@H]1C
→ -18	-0.4	-0.1	1	-3	-3	-2	8
- CCCOc1ccc(C(CC(=O)O)NC(=O)CC(c2ccccc2)c2ccccc2)cc1 (configuration not stated)
→ 5	x	0.0	2	-3	x	x	-19
- COc1ccc(C#Cc2c(-c3ccccc3)n(C)c3ccccc23)cc1
→ -6	-0.2	0.0	-1	-1	7	1	-34
- CCOC(=O)[C@@H]1[C@H]2COc3cc(OC)ccc3[C@@H]2N2C(=O)N(c3ccccc3)C(=O)[C@]12C
→ -8	0.0	-0.1	5	-1	10	-9	-7
- CC(=O)c1cc2c(cc1NC(=O)CSc1ccc(S(=O)(=O)N(C)C)cn1)OCO2
→ -2	x	-0.1	-8	1	-5	0	-16
- C[C@@H](NC(=O)[C@H]1[C@H](CO)[C@H]2Cn3c(ccc(C4=CCCCC4)c3=O)[C@H]2N1C)c1ccccc1
→ -7	0.0	0.1	0	2	-11	8	-13
- CCOc1ccc(C2=CC(=O)C[C@H](c3ccc(OC)cc3)C2)cc1
→ -23	0.0	0.2	3	1	10	76*	-15
- O=C(NN=Cc1c(O)ccc2ccccc12)C1CC1
→ -2	-0.3	0.2	-5	4	7	-29	-18
- S=C(NCCc1ccccc1)Nc1ccc(N2CCCCC2)cc1
→ 8	0.5	-0.1	3	0	-2	5	-15
- O=C(O)CC12CC3CC(C1)CC(n1ncc(NCc4ccco4)c(Cl)c1=O)(C3)C2
→ 15	-0.2	0.0	3	1	x	x	-34
- CN(C)C(=O)CN1CCN(Cc2nc(CC3CC3)no2)CC1
→ 5	14	u	3	x	8	x	-18
- O=c1cc2ncc(-n3cc([N+](=O)[O-])cn3)cn2[nH]1
→ -17	x	0.0	0	2	x	x	-7
- Cc1cccc(N(CC(=O)NC2CCCC2)C(=O)CCC(=O)Nc2nc(C)cs2)c1
→ 5	x	-0.1	5	3	-9	3	-12
- COc1ccc(-c2noc(N3CCC(C(=O)N(C)c4ccccc4C)CC3)n2)cc1
→ -4	x	0.4	9	4	8	-1	-4
- CCOC(=O)N1CCN(C(=O)c2c(-c3ccccc3Cl)noc2C)CC1
→ 2	x	0.0	-3	15	1	-4	8
- C[C@@H]1CN([C@H](C)CO)C(=O)Cc2cc(NC(=O)C3CC3)ccc2O[C@H]1CN(C)C(=O)Nc1ccccc1
→ 8	-14	0.0	-4	0	-7	-9	3
- CO[C@@H]1CN(C)C(=O)c2ccc(NC(=O)Nc3ccc4c(c3)OCO4)cc2OC[C@H](C)NC[C@H]1C
→ 17	0.4	-0.3	2	6	-10	93*	-87
- CCOc1cc(C(=O)Nc2ccc(N3CCOCC3)cc2)cc(Br)c1OC
→ -6	x	-0.1	3	-1	-4	-4	-6
- CCOc1ccc2oc(C(=O)OCC(=O)NC(=O)NC)c(C)c2c1
→ -1	0.3	x	7	x	-5	5	-30
- O=C(NCCC1CCCCN1S(=O)(=O)c1ccc(Cl)cc1)C(=O)NCc1ccncc1 (configuration not stated)
→ 1	-0.8	0.1	0	-1	2	12	-7
- CCc1ccc(C2CC(c3ccccc3)n3ncnc3N2)cc1 (configuration not stated)
→ 2	x	0.1	6	-9	1	-4	-19
- COc1ccc(S(=O)(=O)Nc2cccc3c2O[C@@H](CN(C)Cc2ccc(C(=O)Nc4ccccc4N)cc2)[C@@H](C)CN([C@@H](C)CO)C3=O)cc1
→ -31	1.6	-1.1	5	-3	0	-22	-17
- CCC(C)CN1CCC(CO)(Cc2ccccc2Cl)CC1 (configuration not stated)
→ 1	x	0.1	6	-2	-2	-1	-4
- CN(C)C(=O)c1ccc(-n2cccn2)nc1
→ -5	x	0.2	3	-3	x	x	-7
- CCN(Cc1ccccc1)S(=O)(=O)c1ccccc1Br
→ -5	-0.2	0.1	1	0	-9	-3	-9
- COc1ccc(CCN(C)C(=O)CSc2nnc(-c3ccco3)o2)cc1OC
→ 6	0.2	0.0	-3	-3	1	-7	-2
- CO[C@H]1CN(C)C(=O)c2ccc(NS(=O)(=O)c3c(C)noc3C)cc2OC[C@@H](C)NC[C@H]1C
→ 5	-0.1	0.3	6	0	-23	-1	-3
- C[C@H](CO)N1C[C@H](C)[C@@H](CN(C)C(=O)c2ccccn2)Oc2ncc(C#Cc3ccccn3)cc2C1=O
→ 15	-0.2	-0.1	-3	-1	7	-5	-45
- CC(=NNC(=S)N1CCCCC1)c1ccccn1
→ 0	2.4	2.9	2	1	x	x	-10

(cont.)
SMILES | S100A4 inh HTS | E-selectin induc | Xi reactivation | ERp5 block | ERAP1 HTS inh | RAD54 branch | esBAF inh | RAD52 inh
N#Cc1ccccc1S(=O)(=O)N1CCN(Cc2cc3c(cc2Br)OCCO3)CC1 | 0 | x | 0.0 | -2 | 3 | 6 | -5 | -13
CC(Oc1ccc(C#N)cc1)C(=O)NC1CCCC1 (configuration not stated) | -4 | x | 0.1 | 0 | 5 | -6 | -2 | -10
COc1ccc(NC(=O)Nc2ccc3c(c2)C(=O)N([C@@H](C)CO)C[C@@H](C)[C@@H](CN(C)C(=O)Nc2ccc4c(c2)OCO4)OCCCC[C@@H](C)O3)cc1 | -34 | 0.2 | 0.0 | 1 | 0 | -2 | 5 | -9
CC(C)C(C)NC(=O)CN1C(=O)NC(C)(c2ccc3ccccc3c2)C1=O (configuration not stated) | 0 | 0.0 | 0.1 | 0 | -1 | 7 | 0 | -4
CC(=O)Nc1ccc(S(=O)(=O)NCCc2cc3ccc(C)c(C)c3[nH]c2=O)cc1 | 0 | -4.5 | 0.2 | -2 | 3 | 5 | 2 | -12
C[C@H](CO)N1C[C@H](C)[C@@H](CN(C)C(=O)[C@H](C)c2ccccc2)OCc2ccccc2-c2ccccc2C1=O | 3 | -0.2 | -0.8 | -9 | 4 | 8 | -2 | 11
O=C(NCC1CCCO1)c1ccccc1NS(=O)(=O)c1ccc(Br)s1 (configuration not stated) | 0 | x | 0.1 | -6 | 1 | -22 | -3 | -5
CCN(CC(=O)Nc1ccccc1C(F)(F)F)C(=O)c1cc(S(=O)(=O)N(C)C)ccc1N1CCCC1 | 5 | 0.4 | 0.0 | -16 | 2 | -12 | -1 | -25
COc1cc(OC)cc(C(=O)Nc2ccc3c(c2)CCCN3C(=O)c2cccs2)c1 | -1 | x | -0.1 | 3 | 1 | -5 | 0 | -3
CCOc1cc(CNCc2ccccc2)ccc1OCC(=O)NC1CCCCC1 | 5 | -0.2 | 0.2 | -21 | -5 | -20 | -1 | 0
CC1CCCC(NC(=O)COC(=O)C2=COCCO2)C1C (configuration not stated) | 1 | 1.2 | 0.0 | 4 | 3 | 2 | 0 | 6
CCOc1ccc(NCc2cc3cc(OC)ccc3[nH]c2=O)cc1 | -2 | -0.9 | 0.1 | -5 | x | x | x | 15
CCOc1ccc(NC(=O)c2ccc(NC(=O)COC(=O)c3ccc(NC(=O)CC#N)cc3)cc2)cc1 | -3 | 0.3 | 0.0 | 1 | 1 | -5 | 14 | -24
COc1ccc(NC(=O)N(C)C[C@@H]2Oc3c(NS(=O)(=O)c4cn(C)cn4)cccc3C(=O)N([C@H](C)CO)C[C@@H]2C)cc1 | 8 | -11 | -0.1 | x | 1 | x | x | -2
Cc1noc(C)c1S(=O)(=O)Nc1ccc2c(c1)C(=O)N([C@H](C)CO)C[C@H](C)[C@H](CN(C)C)O2 | -3 | -4.0 | 0.3 | 2 | -1 | -12 | 1 | 2
N#CCOC(=O)[C@H](Cc1c[nH]c2ccccc12)NS(=O)(=O)c1ccc(Cl)cc1 | -5 | x | 0.1 | -2 | -1 | 2 | 1 | -28
CN(C)C(=O)c1cccc(-c2cccc3nccn23)c1 | -4 | -0.4 | -0.1 | 5 | 2 | -1 | -4 | -43
CC(C)NC(=O)N(C)C[C@@H]1Oc2cc(C#Cc3cccc(F)c3)ccc2S(=O)(=O)N([C@@H](C)CO)C[C@@H]1C | 3 | -2.5 | -0.6 | -3 | 0 | 1 | 1 | 16
CO[C@@H]1CN(C)C(=O)c2ccc(NC(=O)C3CCOCC3)cc2OC[C@H](C)N(CC2CC2)C[C@H]1C | 12 | 0.0 | 0.0 | -5 | 2 | 8 | 0 | 5
C[C@@H]1CCCCO[C@H](CN(C)C(=O)Nc2ccc(C(F)(F)F)cc2)[C@H](C)CN([C@@H](C)CO)C(=O)c2cc(N(C)C)ccc2O1 | -2 | 0.0 | 0.0 | 1 | -1 | -2 | -1 | 78*
CC(=N)c1c(O)c2ccccc2oc1=O | 3 | 2.5 | 0.7 | 5 | -1 | x | x | -6
COc1cc(/C=C/C(=O)O)ccc1O | 1 | x | x | 1 | -3 | -10 | -8 | -3
O=C1/C(=C/c2cccc(Cl)c2)SC(=S)N1CCC(=O)N1CCCCC1CCO (configuration not stated) | -1 | 0.1 | 0.8 | x | -4 | 4 | 1 | -12
COc1ccc(CNC(=O)CCCC2=NS(=O)(=O)c3ccccc3N2)cc1 | -4 | x | 1.1 | -8 | -1 | -1 | -2 | -5

Compounds as they come. About 2.5% of those tested had a hit in this group.
